Screening data from PubChem.
NOD2 RIPK2 PPI = NOD2-RIPK2 binding disruptors in cells, primary screen, fluorescence, CHO cells, BLA complementation; AID 624267, 2012; CCF4 ratio; inhibition, % at 4.98 µM; Receptor-interacting serine/threonine-protein kinase 2 (Homo sapiens), O43353; 0.38% of 360,000 active; in the data active = inhibition above about 21%;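 note: 0% = vehicle only and 100% = reference blocker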
COUP-TFII inh = NR2F2 transcriptional activity inhibitors, primary screen, cell-based, luciferase reporter, HEK293T, luminescence | AID 686940, 2013 | inhibition, % at 8.6 µM | HEK293T NGFI-A luciferase reporter | 0.7% of 370,000 active;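 active = inhibition above a per-plate cutoff, mean inhibition of test wells between control levels plus 3 SD, cut at about 38% in these data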;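 note: cells cotransfected with COUP-TFII expression vector driving the NGFI-A reporter; 0% = median of COUP-TF2 test wells and 100% = reporter-only cells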
TWEAK-Fn14 inh = inhibitors of TWEAK-Fn14 signaling, primary screen, luciferase reporter cells, uHTS. TWEAK-stimulated Fn14 reporter cells, luciferase luminescence, 8 h. inhibition, % at 10 µM. 2% of 360,000 active. AID 1159606, 2016; in the data active = inhibition above about 50%
NR5A2 inv ag = LRH-1 (NR5A2) inverse agonists, primary screen, cell-based, luminescence, HEK293T, StAR-luciferase reporter; Nuclear receptor subfamily 5 group A member 2 (Homo sapiens), O00482; LRH-1 transfected, 24 h; inhibition, % at 3.6 µM; 0.13% of 360,000 active;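 active = inhibition above the mean inhibition of all tested compounds plus 3 SD, cut at about 73% in these data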;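 note: 0% = DMSO wells and 100% = reporter-only cells lacking LRH-1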
TRAIL sens C8 = viability loss with TRAIL in NB7+C8 cells, primary screen, TRAIL sensitizer project, cell-based, ATPlite luminescence; inhibition (viability loss, TRAIL sensitization), % at 10 µM; 1% of 360,000 active; AID 624354, 2012;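 active = compounds causing at least 50% loss of cell viability in the single-dose screen, relative to plate controls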
SRC3 inh = SRC3 coactivator transcriptional activity inhibitors, primary screen, cell-based, luminescence. Nuclear receptor coactivator 3 (Homo sapiens), Q9Y6Q9. HEK293 GAL4-SRC3 luciferase reporter. inhibition, % at 3.6 µM. 0.17% of 360,000 active. AID 588352, 2011;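 active = inhibition above a per-campaign cutoff, the mean of all compounds plus 3 SD, cut at about 60% in these data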;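 note: 0% = DMSO-treated cells and 100% = gossypol-treated cells at 36 µM; higher means less SRC3-driven luciferase light from the GAL4 reporter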
TROY NFkB inh = inhibitors of TROY-driven NF-kB signaling, primary screen, Q293 LMP1-TROYcd cells, NF-kB luciferase, uHTS | Q293 LMP1-TROYcd NF-kB luciferase reporter, 4 h | inhibition, % at 10 µM | 0.98% of 360,000 active | AID 1347056, 2019;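 active = compounds whose plate-normalised and pattern-corrected inhibition of the luciferase reporter signal at the single screening dose is 50% or more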
LMP1 NFkB inh = EBV LMP1-driven NF-kappaB luciferase reporter inhibitors, primary screen, cell-based, luminescence, single point; inhibition, % at 12.5 µM; 0.69% of 350,000 active; LMP1-induced NF-kappaB luciferase reporter cells; in the data active = inhibition above about 41%;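 note: 0% = neutral control wells and 100% = reference inhibitor control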
NCOA2 inhibitor = inhibition of GAL4-SRC2 driven luciferase reporter, primary screen, SRC2 inhibitor project, cell-based, luminescence. HEK293 GAL4-SRC2 luciferase reporter. Nuclear receptor coactivator 2 (Homo sapiens), Q15596. AID 651957, 2012. 0.17% of 370,000 active. inhibition, % at 9 µM;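 active = inhibition above the mean inhibition of all tested compounds plus 3 SD, set per campaign, cut at about 52% in these data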;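 note: 0% = DMSO treated cells and 100% = cells given Gossypol at 36 µM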
TLR9-MyD88 inh = inhibitors of TLR9-MyD88 association in cells, primary screen, cell-based, CHO, BLA complementation, fluorescence | Toll-like receptor 9 (Homo sapiens) + Myeloid differentiation primary response protein … | CCF4 FRET ratio | inhibition, % at 4.98 µM | 0.21% of 340,000 active | AID 504734, 2011;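 active = inhibition above the mean over all tested compounds plus 3 SD, cut at about 21% in these data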;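 note: 0% = DMSO only wells and 100% = clavulanate BLA inhibitor control wells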
NCOA1 inh = SRC1 coactivator transcriptional activity inhibitors, primary screen, cell-based, luminescence; Nuclear receptor coactivator 1 (Homo sapiens), Q15788; HEK293 GAL4-SRC1 luciferase reporter; inhibition, % at 3.6 µM; 0.12% of 360,000 active;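 active = inhibition above the campaign mean plus 3 SD, with each screening campaign given its own cutoff, cut at about 60% in these data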;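 note: 0% = DMSO treated cells and 100% = gossypol at 36 µM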
Target sequence (Q15788 whole entry, looked up, the tested form may be a part): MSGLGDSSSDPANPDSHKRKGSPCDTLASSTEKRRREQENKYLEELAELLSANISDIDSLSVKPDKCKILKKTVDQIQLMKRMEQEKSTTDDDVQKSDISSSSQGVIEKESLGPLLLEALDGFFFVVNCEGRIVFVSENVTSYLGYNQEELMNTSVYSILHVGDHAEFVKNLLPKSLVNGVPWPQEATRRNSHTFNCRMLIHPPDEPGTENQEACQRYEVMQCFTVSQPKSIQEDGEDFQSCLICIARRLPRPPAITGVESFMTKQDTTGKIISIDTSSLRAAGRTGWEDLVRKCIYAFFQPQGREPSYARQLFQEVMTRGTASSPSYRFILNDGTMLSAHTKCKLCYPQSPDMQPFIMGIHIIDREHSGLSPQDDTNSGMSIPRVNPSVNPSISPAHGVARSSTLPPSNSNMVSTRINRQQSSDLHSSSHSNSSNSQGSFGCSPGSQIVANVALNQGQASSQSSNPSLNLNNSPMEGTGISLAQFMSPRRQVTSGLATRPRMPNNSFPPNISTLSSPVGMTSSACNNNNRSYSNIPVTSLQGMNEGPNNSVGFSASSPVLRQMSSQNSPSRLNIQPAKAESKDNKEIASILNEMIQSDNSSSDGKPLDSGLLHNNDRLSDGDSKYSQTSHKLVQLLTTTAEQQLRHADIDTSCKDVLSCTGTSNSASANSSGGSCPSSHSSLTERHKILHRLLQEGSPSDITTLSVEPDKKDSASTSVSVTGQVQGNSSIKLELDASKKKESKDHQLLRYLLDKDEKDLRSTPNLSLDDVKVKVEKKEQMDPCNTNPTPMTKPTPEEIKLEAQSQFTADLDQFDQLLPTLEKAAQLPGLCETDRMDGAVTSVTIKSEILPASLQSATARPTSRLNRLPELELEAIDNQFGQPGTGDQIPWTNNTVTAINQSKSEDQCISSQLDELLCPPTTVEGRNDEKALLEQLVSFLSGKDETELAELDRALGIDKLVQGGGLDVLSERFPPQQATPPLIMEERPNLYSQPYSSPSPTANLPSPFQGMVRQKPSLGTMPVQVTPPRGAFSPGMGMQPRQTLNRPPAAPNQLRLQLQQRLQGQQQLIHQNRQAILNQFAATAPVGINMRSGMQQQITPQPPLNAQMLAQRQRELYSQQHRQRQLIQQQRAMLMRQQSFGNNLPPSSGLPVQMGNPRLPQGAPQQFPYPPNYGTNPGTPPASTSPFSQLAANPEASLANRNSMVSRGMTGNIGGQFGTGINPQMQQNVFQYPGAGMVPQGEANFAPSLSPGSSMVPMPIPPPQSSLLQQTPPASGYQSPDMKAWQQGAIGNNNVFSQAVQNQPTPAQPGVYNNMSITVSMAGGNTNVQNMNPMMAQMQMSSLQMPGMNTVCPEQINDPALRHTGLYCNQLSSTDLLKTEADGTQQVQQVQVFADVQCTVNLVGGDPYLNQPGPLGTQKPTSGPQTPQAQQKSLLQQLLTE
Active calls of the source: *; . = not tested or not shown. An excerpt (hit frequency here may not be typical).

entry	compound	NOD2 RIPK2 PPI	COUP-TFII inh	TWEAK-Fn14 inh	NR5A2 inv ag	TRAIL sens C8	SRC3 inh
1	Cc1cc(C)c(NS(=O)(=O)c2ccc(NC(=O)CCC(=O)O)cc2)c(C)c1	4	4	-2	2	8	14
2	CC(=O)Nc1cccc(N2CCCC2=O)c1	-1	-22	11	10	-1	-3
3	Cc1cc(C(=O)COC(=O)CNS(=O)(=O)c2ccc3ccccc3c2)c(C)n1-c1ccccc1	-1	-4	-9	4	-1	-6
4	COC(=O)c1ccc2c(=O)n(CC3CCCO3)c(SCC(=O)Nc3ccc(OC)cc3OC)nc2c1 (stereo unspecified)	-7	19	8	-3	15	6
5	CN(Cc1ccccc1)S(=O)(=O)c1ccc(Cl)c(C(=O)N2CCC(C(N)=O)CC2)c1	3	0	8	-9	-3	11
6	O=C(O)C1CC=CCC1C(=O)N1CCc2ccccc21 (stereo unspecified)	-2	-16	2	-3	3	31
7	O=C(O)C1CCN(c2ccc(S(=O)(=O)N3CCCCC3)cc2[N+](=O)[O-])CC1	-4	-1	1	-17	7	18
8	CN(Cc1ccccc1)CC(O)CN(C)Cc1ccccc1	-6	-3	-19	0	-9	12
9	O=C(Cn1c(-c2ccccc2)c[n+]2ccsc12)c1ccccc1	-2	8	0	-3	-8	20
10	CC1=C(C(=O)N2CCOCC2)CC(CC(=O)NCCN2CCOCC2)C(=O)N1Cc1ccccc1 (stereo unspecified)	-9	-8	0	11	15	14
11	Nc1ccc(C=C2C=Cc3ccccc32)cc1	-10	22	31	-44	9	-51
12	COc1cc(/C=N/NS(=O)(=O)c2ccc(C)cc2)ccc1OCc1cccc(C(=O)O)c1	0	-38	-31	-327	16	-135

entry	TROY NFkB inh	LMP1 NFkB inh	NCOA2 inhibitor	TLR9-MyD88 inh	NCOA1 inh
1	0	-25	19	-2	-4
2	2	-5	-11	7	-9
3	4	-8	-1	6	-34
4	6	3	12	2	-1
5	5	0	-22	-6	14
6	-4	-11	-17	-4	5
7	-4	11	8	-2	-1
8	3	8	4	4	4
9	-13	-5	11	2	-3
10	-17	-5	26	11	6
11	-41	-11	25	-11	-65
12	-30	73*	-44	-6	-114

The list continues:
entry	compound	NOD2 RIPK2 PPI	COUP-TFII inh	TWEAK-Fn14 inh	NR5A2 inv ag	TRAIL sens C8	SRC3 inh
13	O=C(NC1CCCCC1)C(c1ccco1)N(C(=O)C(F)(F)F)C1CC1 (stereo unspecified)	-6	20	-15	8	5	23
14	O=C1NC2=C(C(=O)CCC2)C(c2ccccc2)N1 (stereo unspecified)	-2	-9	4	-12	-19	-11
15	CCCCC(CC)C(=O)Nc1cc(C(=O)NCc2ccc(C)cc2)ccc1N1CCC2(CC1)CC(c1cccc(Br)c1)=NO2 (stereo unspecified)	-8	5	-13	13	-7	21
16	CC(=O)Nc1ccc(SC(Sc2ccc(NC(C)=O)cc2)c2ccccc2)cc1	-2	-3	-39	0	-8	-6
17	Clc1ccc(SCCOCCN2CCCCCC2)cc1	-1	-9	-2	-3	13	3
18	O=C(CCNS(=O)(=O)c1cccs1)Nc1nccs1	-2	-2	1	-3	4	6
19	CCCCC[C@H](C)N1C[C@H](COCc2ccccc2)Oc2cc(N3CC[C@@H](N(C)C)C3)ccc2S1(=O)=O	-3	17	-8	0	28	.
20	O=C(CN1C(=O)NC2(CCCC2)C1=O)NC(c1ccccc1)c1ccccc1	-6	4	19	-16	2	9
21	CN(C)C1(CNC(=O)C2CCC(=O)N(Cc3ccc(Cl)cc3)C2)CCCCC1 (stereo unspecified)	-6	-16	-6	14	-10	11
22	CC1=C(C(=O)OCc2ccccc2)C(c2cccc([N+](=O)[O-])c2)NC(=O)N1C (stereo unspecified)	-1	-22	1	-2	-2	0
23	Cn1c(=O)oc2cc(S(=O)(=O)NCCC(=O)Nc3ccc4c(c3)OCCO4)ccc21	-5	-8	49	-1	4	21
24	Cc1cc(C)cc(C(=O)N(NC(=O)Nc2ccc(Cl)cc2)C(C)(C)C)c1	9	14	6	-11	-5	5

entry	TROY NFkB inh	LMP1 NFkB inh	NCOA2 inhibitor	TLR9-MyD88 inh	NCOA1 inh
13	7	0	-5	-15	8
14	6	-8	-21	3	-5
15	6	4	-1	2	-5
16	-14	-13	-18	3	-21
17	-16	-2	-22	-9	14
18	-14	-42	-3	0	-7
19	12	.	-3	.	.
20	15	-7	0	-14	4
21	-2	-9	-8	-2	-12
22	-2	7	-15	0	-2
23	21	-6	-10	-2	5
24	-9	7	-6	-4	6

Shown as a hit in LMP1 NFkB inh, among the entries above:
#	Compound	NOD2 RIPK2 PPI	COUP-TFII inh	TWEAK-Fn14 inh	NR5A2 inv ag	SRC3 inh	LMP1 NFkB inh	NCOA2 inhibitor	TLR9-MyD88 inh	NCOA1 inh
12	COc1cc(/C=N/NS(=O)(=O)c2ccc(C)cc2)ccc1OCc1cccc(C(=O)O)c1	0	-38	-31	-327	-135	73*	-44	-6	-114

(listing goes on)
entry	compound	NOD2 RIPK2 PPI	COUP-TFII inh	TWEAK-Fn14 inh	NR5A2 inv ag	TRAIL sens C8	SRC3 inh
25	CN(CC(=O)Nc1ccc(Cl)c(C(F)(F)F)c1)C(=O)Cc1cccs1	-6	-6	-1	8	6	18
26	COc1cc(NC(=O)C2=C(N3CCOCC3)/C(=C\c3ccc(Br)cc3)CC2)cc(OC)c1OC	5	-2	14	3	5	11
27	O=C(O)c1cc(=O)c2cc(Cl)ccc2o1	-1	-7	2	11	19	23
28	COc1cccc(-c2nc(C(N)=O)c3[nH]c(=O)n(-c4ccccc4)c3n2)c1OC	-3	-14	26	3	-2	-3
29	COc1ccc(S(=O)(=O)NC(C)C(=O)NCc2cccnc2)cc1OC (stereo unspecified)	0	2	4	-3	10	-22
30	N=C1/C(=C\c2coc3ccccc3c2=O)C(=O)N=C2SC=CN12	9	6	34	2	-22	-12
31	CN1OCC(S(=O)(=O)c2ccccc2)C1c1ccccc1 (stereo unspecified)	-4	5	-8	10	-7	11
32	CN1CCC(OC(=O)COc2ccc(Br)cc2)CC1	-8	-5	1	-2	5	8
33	CCn1cc(CN2CCC(n3nccc3NC(=O)c3cccc(F)c3)CC2)cn1	8	-7	-2	-5	-5	-6
34	Cc1ccc2c(c1)CCCN2C(=O)c1cc(C)c(C)s1	0	6	-43	17	13	10
35	Cc1ccnc(NC(=O)CCC(=O)N(CC(=O)NCc2ccccc2)Cc2ccccc2)c1	-4	9	26	4	-16	7
36	CCOC(=O)c1cccc(NC(=O)CSc2nnc(COc3ccccc3)n2CC)c1	0	19	21	-3	-7	-8

entry	TROY NFkB inh	LMP1 NFkB inh	NCOA2 inhibitor	TLR9-MyD88 inh	NCOA1 inh
25	9	3	5	6	5
26	11	7	0	-1	-29
27	-5	-8	-8	-1	-24
28	-6	12	-23	1	-17
29	18	-4	13	-8	2
30	5	0	-10	3	-6
31	4	-5	-15	0	10
32	-20	2	-8	11	5
33	-14	-2	11	-16	2
34	0	-8	-24	-15	7
35	-11	3	-17	-1	4
36	-1	0	-28	8	-5

As entered above:
entry 34 – NCOA1 inh = 7
entry 31 – TROY NFkB inh = 4

Additional compounds.
entry	compound	NOD2 RIPK2 PPI	COUP-TFII inh	TWEAK-Fn14 inh	NR5A2 inv ag	TRAIL sens C8	SRC3 inh
37	COc1ccc(C)cc1N(C(=O)c1ccco1)C(C(=O)NC1CCCC1)c1ccc(N2CCOCC2)cc1 (stereo unspecified)	-4	4	23	21	9	-44
38	COc1cc(NC(=O)CSc2nc3ccccc3cc2Cc2ccccc2)cc(OC)c1	-11	17	32	14	-4	20
39	CCC(C)N(C(=O)COC(=O)C1C(C(=O)OC)=C(C)NC(C)=C1C(=O)OC)C1CCS(=O)(=O)C1 (stereo unspecified)	-4	5	-1	18	8	18
40	Cc1ccc(NC(=O)CSCC(=O)N2CCCc3ccccc32)cc1	-11	14	35	6	-7	14
41	C#CC(=O)N(c1cc(OC)ccc1OC)C(C(=O)NC1CCCC1)c1cccs1 (stereo unspecified)	-3	.	47	25	91*	43
42	O=C(c1ccco1)N1CCN(C2CN(Cc3ccccc3)S(=O)(=O)C2)CC1 (stereo unspecified)	-2	6	-7	-9	5	-9
43	COc1ccc(NC(=O)N2CCCC2C(=O)NCC2CCCCC2)cc1 (stereo unspecified)	4	7	8	-2	-9	-40
44	COc1cccc(C=O)c1OC(=O)N1CCOCC1	8	9	-5	-8	-3	-47
45	Cc1ccc(NC(=O)CCc2c(C)nc3ncnn3c2C)nc1	3	2	-5	-12	2	3
46	CC(=O)c1ccccc1OCC(=O)Nc1cccc(S(=O)(=O)N2CCCC2)c1	-7	19	1	7	6	13
47	Cc1ccccc1OCC(=O)OCC(=O)N1CCCc2ccccc21	-4	1	8	-7	3	9
48	COc1ccc(S(=O)(=O)N2CCC(C(=O)N3CCOCC3)CC2)cc1	-9	-1	-13	-10	8	10

entry	TROY NFkB inh	LMP1 NFkB inh	NCOA2 inhibitor	TLR9-MyD88 inh	NCOA1 inh
37	15	-4	14	2	15
38	12	-2	-2	-10	20
39	-4	-5	-23	-7	1
40	42	-5	-24	-10	-1
41	13	73*	.	-8	-5
42	16	.	-9	.	-32
43	1	2	-1	-3	-3
44	-2	1	11	-1	-4
45	3	-5	14	-9	-12
46	-4	46*	17	-9	-22
47	13	-6	-11	7	-14
48	10	-1	9	-5	-8

Carrying on.
entry	compound	NOD2 RIPK2 PPI	COUP-TFII inh	TWEAK-Fn14 inh	NR5A2 inv ag	TRAIL sens C8	SRC3 inh
49	c1csc(-c2nc3ccccc3s2)c1	-8	-48	-35	-87	0	-5
50	Cc1ccc(CN(Cc2cccnc2)C(=S)Nc2cccc(Cl)c2C)cc1	6	-3	-21	5	-12	6
51	CC(OC(=O)[C@@H](NC(=O)OCc1ccccc1)C(C)C)C(=O)Nc1ccc(N2CCOCC2)cc1 (stereo partly specified)	-6	-8	-9	-20	12	3
52	O=C(CCc1n[nH]c(=O)[nH]c1=O)Nc1cccc([N+](=O)[O-])c1	-5	3	4	19	-1	21
53	COc1ccc(CCN2C(=NC(C)=O)SC3CS(=O)(=O)CC32)cc1OC (stereo unspecified)	-2	8	0	1	-9	14
54	CCCCOCCCn1c(-c2ccco2)nc2nc3ccccc3nc21	4	1	16	-1	3	14
55	CCC(C)(C)NC(=O)/C=C/c1cc(OC)c(OC)c(S(=O)(=O)N2CCc3ccccc32)c1	-7	11	-11	4	7	-8

entry	TROY NFkB inh	LMP1 NFkB inh	NCOA2 inhibitor	TLR9-MyD88 inh	NCOA1 inh
49	-87	-35	-24	-5	-79
50	-1	5	6	-2	-17
51	1	4	-39	-1	-15
52	-3	-8	-9	6	9
53	-2	1	-9	1	3
54	-12	2	17	-3	-16
55	-17	-6	26	5	-10
